Source: PubChem BioAssay
Hck-Nef inh = inhibitors of human Hck kinase activated by Nef; inhibition, % at 20 µM; P08631; Recombinant Hck-YEEI plus Nef, Z-Lyte FRET kinase assay; AID 463187; actives 0.68% (n = 220,000);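 active = Hck-Nef kinase inhibition above about 50%, limit read from the data; inactive = inhibition below that limit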;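 also: 0% = DMSO with Hck plus Nef and 100% = Hck alone without Nef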
p47phox inh = inhibitors of human p47phox binding; P14598; p47phox/p22phox peptide binding, fluorescence polarization, 2 h; inhibition, % at 24.7 µM; actives 0.53% (n = 220,000);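 active = inhibition above about 30%, limit read from the data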;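 also: 0% = p47phox with labelled peptide and 100% = labelled peptide alone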
Target sequence (P14598 whole entry, looked up): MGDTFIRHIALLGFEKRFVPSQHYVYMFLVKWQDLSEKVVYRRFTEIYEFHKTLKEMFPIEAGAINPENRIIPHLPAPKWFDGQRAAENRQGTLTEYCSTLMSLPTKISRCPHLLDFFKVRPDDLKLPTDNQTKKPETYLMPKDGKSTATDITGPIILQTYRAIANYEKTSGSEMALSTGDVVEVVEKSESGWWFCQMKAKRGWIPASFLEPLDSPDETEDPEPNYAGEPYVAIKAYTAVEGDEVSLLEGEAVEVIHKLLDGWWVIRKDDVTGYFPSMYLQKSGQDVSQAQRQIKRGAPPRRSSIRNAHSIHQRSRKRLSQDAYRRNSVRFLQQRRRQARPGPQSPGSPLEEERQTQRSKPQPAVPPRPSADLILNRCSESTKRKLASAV
Runt-CBFb FRET = Runt domain-CBFb interaction inhibition; actives 0.46% (n = 220,000); Q01196+Q13951; Cerulean-Runt/Venus-CBFb FRET ratio 530/480, 1 h; inhibition, % at 20 µM;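 active = inhibition over about 50% at 20 µM in the single-dose screen, limit read from the data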;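 also: 0% = DMSO wells and 100% = excess unlabeled CBFb competitor control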
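Reagent – Venus-CBFb binding partner, 100 nM · Assay system – Cerulean-tagged RUNX1 Runt domain (FRET donor) fusion protein · Input – 100 nM per protein · Incubation – two 1 h room-temperature incubations shielded from light · Measured by – FRET fluorescence · Medium – Tris buffer pH 7.5 with salts and BSA · Benchmarks – unlabeled CBFb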
zVAD death inh = blocks zVAD induced death of L929 cells | L929 zVAD necroptosis rescue, ATP luminescence, 24 h; with zVAD 60 µM | viability rescue, % at 10 µM | actives 0.38% (n = 220,000) | AID 1377;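 active = activation, scaled between plate controls, above about 75%, limit read from the data; inactive = activation under that limit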;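 also: 0% = zVAD with DMSO and 100% = DMSO alone without zVAD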
EBV gp42 block = blocks Epstein-Barr virus glycoprotein 42 binding. Q1HVG2. actives 0.42% (n = 220,000). Fluorescence polarization binding assay, mP read-out. AID 1085. inhibition, % (tested at 21.74 µM); in the data active = inhibition above about 50%
Target sequence (Q1HVG2 whole entry, looked up): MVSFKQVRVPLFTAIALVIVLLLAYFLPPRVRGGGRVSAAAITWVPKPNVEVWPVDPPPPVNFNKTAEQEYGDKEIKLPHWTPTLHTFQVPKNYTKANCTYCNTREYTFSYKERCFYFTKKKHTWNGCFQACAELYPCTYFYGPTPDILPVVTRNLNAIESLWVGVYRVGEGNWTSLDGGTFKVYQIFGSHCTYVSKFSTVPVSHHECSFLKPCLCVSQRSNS
TbHK1 inh = T. brucei hexokinase 1 inhibition; recombinant TbHK1, G6PDH-coupled NADH A340; inhibition, % at 10 µM; actives 0.11% (n = 220,000);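 active = inhibition of 50% or more in the single-dose primary screen; inactive = inhibition below 50%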
Mdm2 ligase inh = Mdm2 E3 ligase (human) inhibition. AID 1230. cell-based MDM2 ubiquitination luciferase reporter, 2 h; 0 = plate control, 100 = twice control, blank-subtracted. Q00987. signal enhancement, % at 5 µM. actives 0.11% (n = 210,000);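 active = signal enhancement of 30% or more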;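 also: luminescence tracks abundance of the self-degrading MDM2-luciferase fusion protein; higher signal means inhibition of MDM2 E3 ligase activity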
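Test system: stable mammalian line carrying autodegrading MDM2–luciferase fusion reporter; quantity: 2000 cells in each well; times: 4 h cell settling then 2 h compound exposure, 37 °C; detection: luminescence with SteadyLite reagent, 15 min at room temperature; evaluation: percent signal gain over controls, blank-subtracted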
Runt-SMMHC FRET = Runt domain-CBFb-SMMHC interaction inhibition; actives 0.74% (n = 220,000); Cerulean-Runt/Venus-CBFb-SMMHC FRET ratio 530/480, 1 h; Q01196+Q13951; inhibition, % at 20 µM;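 active = mean inhibition across duplicate retests at 20 µM reaching about 50%, limit read from the data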;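 also: 0% = DMSO wells and 100% = wells with excess untagged CBFb-SMMHC; inhibitors lower the FRET ratio by blocking Runt binding to CBFb-SMMHC; some results filed as inactive read as strong as hits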
14-3-3 Bad inh = disrupts binding of bovine 14-3-3 zeta to phospho-Bad peptide | inhibition, % at 21.7 µM | TR-FRET 14-3-3zeta/Dy647-pBad peptide displacement, 1 h | actives 0.71% (n = 220,000) | AID 781;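 active = inhibition above about 70%, limit read from the data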;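 also: 0% = full 14-3-3 plus peptide FRET controls and 100% = background without 14-3-3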
Target sequence (P63103 whole entry, looked up): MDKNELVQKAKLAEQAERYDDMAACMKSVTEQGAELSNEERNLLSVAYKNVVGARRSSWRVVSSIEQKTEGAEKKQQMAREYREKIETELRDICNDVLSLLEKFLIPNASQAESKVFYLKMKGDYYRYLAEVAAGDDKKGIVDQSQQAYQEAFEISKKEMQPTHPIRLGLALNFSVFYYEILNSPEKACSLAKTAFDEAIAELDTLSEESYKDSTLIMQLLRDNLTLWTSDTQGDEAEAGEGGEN
The depositor's hits bear a star; . = not tested or not shown; [ ] = another dose, or the depositor's remark. Compounds were not picked by outcome; about 3.2% have a hit in one of these screens.

SMILES	Hck-Nef inh	p47phox inh	Runt-CBFb FRET	zVAD death inh	EBV gp42 block	TbHK1 inh	Mdm2 ligase inh	Runt-SMMHC FRET	14-3-3 Bad inh
COc1ccc(N2CCN(C3CC(=O)N(C)C3=O)CC2)cc1 (configuration not stated)	-2	-4	-1	1.0	-14	8	7	0	3
Cc1cc(C)cc(NC(=O)CCN2CC(C)OC(C)C2)c1 (configuration not stated)	-1	-5	0	1.4	-4	-3	5	-1	1
CCn1ncc(Br)c1C(=O)Nc1ccc(C(=O)OC(C)C)cc1	1	-10	-2	2.0	-16	-5	-48	3	6
O=S(=O)(NCc1ccccn1)c1ccccc1	-1	-3	1	1.1	-7	-7	-14	2	6
Cc1cccc(-c2n[nH]c(=S)n2/N=C/c2ccc(C)s2)c1	4	-9	15	1.5	4	25	-21	15	-1
Cc1cccc(N2CC(O)(c3cccs3)[N+]3=C2CCCCC3)c1 (configuration not stated)	-4	-12	-1	-0.4	-8	4	-19	0	83*
COc1ccc2nc(N3CCCC(O)C3)c(C#N)cc2c1 (configuration not stated)	-3	-3	81*	0.0	47	11	-8	65*	1
Cc1cccc(NC(=S)NC2CCN(Cc3ccccc3)CC2)c1C	2	-8	3	-1.0	-7	4	-18	3	-1
CC(=O)C1=C(C)NC(=O)NC1c1cc(Br)ccc1OCC(N)=O (configuration not stated)	1	-20	1	0.0	-21	-8	-12	1	0
CC(C)C(=O)NC(Nc1ccc(S(N)(=O)=O)cc1)C(Cl)(Cl)Cl (configuration not stated)	2	-9	-2	-0.1	-6	-4	17	0	5

2 entries drawn at random from the list so far:
SMILES	Hck-Nef inh	p47phox inh	Runt-CBFb FRET	zVAD death inh	EBV gp42 block	TbHK1 inh	Mdm2 ligase inh	Runt-SMMHC FRET	14-3-3 Bad inh
COc1ccc(N2CCN(C3CC(=O)N(C)C3=O)CC2)cc1 (configuration not stated)	-2	-4	-1	1.0	-14	8	7	0	3
CC(C)C(=O)NC(Nc1ccc(S(N)(=O)=O)cc1)C(Cl)(Cl)Cl (configuration not stated)	2	-9	-2	-0.1	-6	-4	17	0	5

Next entries follow:
SMILES	Hck-Nef inh	p47phox inh	Runt-CBFb FRET	zVAD death inh	EBV gp42 block	TbHK1 inh	Mdm2 ligase inh	Runt-SMMHC FRET	14-3-3 Bad inh
CC(=O)c1c(C)[nH]c(C(=O)Nc2cccc(S(=O)(=O)N(C)c3ccccc3)c2)c1C	25	-21	0	1.4	-14	-4	-9	-3	-16
Cc1nc2ccc(C(=O)N3c4ccccc4CC3C)cc2s1 (configuration not stated)	1	-7	2	2.6	-7	-3	-16	3	0
CC(/C=C1\SC(=S)N(NC(=O)c2cccc(O)c2)C1=O)=C\c1ccccc1	3	-25	4	0.4	-11	-9	4	-1	1
CCOC(=O)N1CCN(C(=O)c2ccc(CS(=O)(=O)c3c(Cl)cccc3Cl)o2)CC1	-3	-8	1	0.0	0	-3	-15	-2	1[fluorescence artefact?]
O=C(/C=C/c1cn(CC(O)CN2CCCCC2)c2ccccc12)c1cccs1 (configuration not stated)	-6	-39	-35	58	-129	-3	-4	-119	12
Cc1ccccc1N=C1SCC(=O)N1Cc1ccccc1	2	-7	-4	-0.1	0	27	-2	1	-12[fluorescence artefact?]
C=C(C)C1CC=C(C)/C(=N/NC(=O)c2ccc(NC(=O)c3cccc(C)c3)cc2)C1 (configuration not stated)	-2	37*	-3	0.8	-24	-5	-12	-2	-4
COc1cccc(-n2nnc(S(=O)(=O)c3ccc(C)cc3)c2N)c1	-7	-10	-1	1.9	1	0	-1	0	-7
O=C(COC(=O)c1cccc([N+](=O)[O-])c1)NCC1CCCO1 (configuration not stated)	19	-1	2	-0.8	-16	1	-3	-4	-2
O=C(COC(=O)C1CC2C=CC1C2)Nc1ccc2c(c1)OC(F)(F)O2 (configuration not stated)	0	-3	-3	-0.1	-13	3	-19	4	7

Profiles as entered above. Screens in order: Hck-Nef inh, p47phox inh, Runt-CBFb FRET, zVAD death inh, EBV gp42 block, TbHK1 inh, Mdm2 ligase inh, Runt-SMMHC FRET, 14-3-3 Bad inh
CC(C)C(=O)NC(Nc1ccc(S(N)(=O)=O)cc1)C(Cl)(Cl)Cl (configuration not stated) across the screens: 2, -9, -2, -0.1, -6, -4, 17, 0, 5
CC(=O)C1=C(C)NC(=O)NC1c1cc(Br)ccc1OCC(N)=O (configuration not stated) across the screens: 1, -20, 1, 0.0, -21, -8, -12, 1, 0

(further entries)
SMILES	Hck-Nef inh	p47phox inh	Runt-CBFb FRET	zVAD death inh	EBV gp42 block	TbHK1 inh	Mdm2 ligase inh	Runt-SMMHC FRET	14-3-3 Bad inh
CC1(C)Cc2c(sc(NC(=O)/C=C/C(=O)O)c2C#N)CO1	-13	-43	2	2.1	-2	-24	-4	-10	2
CCOC(=O)C1CCN(C(=O)c2cc3ccccc3oc2=O)CC1	5	0	-1	-0.6	-5	-11	-6	0	-7
CCOC(=O)c1ccc(NC(=O)NC2CC3CCC(C2)N3Cc2nnnn2Cc2ccco2)cc1 (configuration not stated)	0	-8	.	1.4	0	-4	-7	20	35
C=CCC1(CC=C)CCCN1C(=O)CC1C(=O)NCCN1Cc1cc(OC)cc(OC)c1 (configuration not stated)	5	-8	-5	-0.6	-4	0	0	-4	-4
COc1ccc(CCNc2oc(Cc3cccc4ccccc34)nc2C#N)cc1OC	-5	-40	2	-1.0	-14	-15	-29	1	-3
COc1ccccc1-c1nnc(NC(=O)c2ccc(S(=O)(=O)N(C)Cc3ccccc3)cc2)o1	1	-9	-4	1.0	-10	2	-17	-1	3
Cc1ccc(O)c(-c2cc(C(F)(F)C(F)F)nc(-c3ccccc3)n2)c1	4	3	-1	-0.1	-1	1	-11	5	8
Cc1c(C(=O)N2CCOCC2)[nH]c2ccc(OCc3ccccc3)cc12	-1	-8	-1	-0.3	-11	-18	-2	-5	-3
CCCCCNC(=O)CN(c1ccc2c(c1)OCO2)S(C)(=O)=O	-1	-5	-2	-0.4	-4	-4	-14	-1	0
CCN(CC)C(=O)Cn1cc(SCC(=O)NC)c2ccccc21	14	2	0	-0.4	4	1	-12	1	0

Part of the list above in order of heavy-atom count, ascending:
SMILES	Hck-Nef inh	p47phox inh	Runt-CBFb FRET	zVAD death inh	EBV gp42 block	TbHK1 inh	Mdm2 ligase inh	Runt-SMMHC FRET	14-3-3 Bad inh
CC(/C=C1\SC(=S)N(NC(=O)c2cccc(O)c2)C1=O)=C\c1ccccc1	3	-25	4	0.4	-11	-9	4	-1	1
COc1ccccc1-c1nnc(NC(=O)c2ccc(S(=O)(=O)N(C)Cc3ccccc3)cc2)o1	1	-9	-4	1.0	-10	2	-17	-1	3
CCOC(=O)c1ccc(NC(=O)NC2CC3CCC(C2)N3Cc2nnnn2Cc2ccco2)cc1 (configuration not stated)	0	-8	.	1.4	0	-4	-7	20	35

3 of the entries above in order of their number in EBV gp42 block, falling:
structure,Hck-Nef inh,p47phox inh,Runt-CBFb FRET,EBV gp42 block,TbHK1 inh,Mdm2 ligase inh,Runt-SMMHC FRET,14-3-3 Bad inh
CCN(CC)C(=O)Cn1cc(SCC(=O)NC)c2ccccc21,14,2,0,4,1,-12,1,0
CCOC(=O)c1ccc(NC(=O)NC2CC3CCC(C2)N3Cc2nnnn2Cc2ccco2)cc1 (configuration not stated),0,-8,.,0,-4,-7,20,35
Cc1nc2ccc(C(=O)N3c4ccccc4CC3C)cc2s1 (configuration not stated),1,-7,2,-7,-3,-16,3,0

More structures.
SMILES	Hck-Nef inh	p47phox inh	Runt-CBFb FRET	zVAD death inh	EBV gp42 block	TbHK1 inh	Mdm2 ligase inh	Runt-SMMHC FRET	14-3-3 Bad inh
CCCOc1ccccc1Nc1nnc(C)c(=O)[nH]1	8	-11	-2	-0.6	-22	6	-11	3	-8
Cn1c(=O)c(=O)n(C)c2cc(S(=O)(=O)N3CCN(C4CCCCC4)CC3)ccc21	0	-3	0	-0.2	10	-7	-14	-6	1
N#C/C(=C\c1ccc[nH]1)C(=O)NCC1CCCO1 (configuration not stated)	0	-3	0	1.6	-2	-58	7	-2	-6
CCCCn1c(N)c(S(=O)(=O)c2ccc(C)cc2)c2nc3ccccc3nc21	11	-113	3	.	-4	-10	-6	16	-6[fluorescence artefact?]
CC(C)(C)NC(=O)CSc1nnc(-c2ccncc2)n1Cc1ccccc1	1	-1	-1	0.4	7	-1	-26	-2	8[fluorescence artefact?]
O=C(Nc1ccc(Cl)cn1)c1cccc(F)c1	2	-8	-1	5.6	-31	2	-19	3	1
Cc1ccc(-c2nnnn2CS(=O)(=O)c2ccccc2)cc1	0	1	2	-0.1	-11	-4	-9	4	7
Nc1ccc(-n2nnnc2CN2CCOCC2)cc1	1	-15	2	1.1	-18	27	-5	3	-7
O=C(NCn1cnccc1=O)c1ccccc1	4	-10	0	-0.1	8	-1	-15	-1	7
S=C(NCc1ccc(Cl)cc1)NC12CC3CC(CC(C3)C1)C2	0	1	-1	0.5	2	7	-17	4	2
Cc1ccc(C)c(NC(=O)COC(=O)CC2c3ccccc3CCN2S(=O)(=O)c2ccc(F)cc2)c1 (configuration not stated)	3	-2	-2	-0.1	9	-2	-1	1	1
CCc1nnc(NC(=O)Cn2c(=O)oc3ccccc32)s1	2	-12	3	1.6	-13	-1	-5	4	-11[fluorescence artefact?]
CCc1ccc(-n2c(SCc3cc(=O)n4cc(Br)ccc4n3)nc3[nH]ncc3c2=O)cc1	14	-15	-7	0.6	3	-25	-1	0	-9
CC(C)CNC(=O)c1cc([N+](=O)[O-])ccc1N1CCOCC1	-1	4	-2	0.8	1	-9	-4	3	-2[fluorescence artefact?]
Cc1cccc(NC(=O)Cc2ccc(F)cc2)c1	2	-12	0	0.5	-14	2	-19	2	-9
Cc1ccc(OCCn2cc(Br)c(=O)[nH]c2=O)cc1	-1	-7	-1	0.0	5	2	-17	3	-5
CCc1ccc(N2C(=O)CC(Cn3nc(C)cc3C)C2=O)cc1 (configuration not stated)	13	-5	0	-0.4	-8	-8	-18	-3	-7
CC(C)(C)c1nc[nH]c(=O)c1Br	0	-10	2	1.6	-15	28	-10	0	-7
CC(C)(C)NC(=O)C(=O)NNC(=O)c1ccc(C(C)(C)C)cc1	1	-19	-2	1.8	21	25	9	-1	-1[fluorescence artefact?]
CCCC1=NN(c2ccc([N+](=O)[O-])cc2)C(=O)/C1=C\N(C)C	1	3	4	-0.5	-1	-35	-5	4	4[fluorescence artefact?]
CCCn1c(=O)c2c(C(F)(F)F)cc(-c3cccs3)nc2n(CCC)c1=O	6	-9	-3	0.0	-2	-5	-15	2	6[fluorescence artefact?]
COc1cccc(-n2ccnc2SCC(=O)Nc2cc(C)on2)c1	11	-5	1	7.7	-16	1	-6	2	-5
CC1=CCC2COC(c3ccc[n+](Cc4ccccc4)c3)C1C2 (configuration not stated)	3	10	-1	1.1	5	9	1	-2	-8[fluorescence artefact?]
Cc1cccc(-n2c(=O)[nH]c3c(C(N)=O)nc(-c4ccccc4Cl)nc32)c1	0	-10	-2	1.0	-13	2	-12	-2	-1
CCOC(=O)c1c[nH]c2c(C(F)(F)F)cccc2c1=O	18	7	2	2.2	4	-3	1	0	-3
CCOc1ccc(CNc2cccc(SC)c2)cc1	24	-2	.	-0.3	-6	-5	-6	.	40
